# Screening data: PubChem, National Center for Advancing Translational Sciences (NCATS)
# DRD3 antagonist: qHTS of D3 Dopamine Receptor Antagonist: qHTS; D(3) dopamine receptor (Homo sapiens), P35462; D3R cells, DiscoveRx beta-arrestin luminescence, antagonist mode; active compounds read low; max response, negative = inhibition, %; 360,000 tested, 2.5% active; in the data active means max response below about -50%; inconclusive means no clear call, values can overlap the other calls; further: on the % scale 0 is the no-effect control and ±100 the full control effect; mostly tested at two doses, the higher about 12 µM
# Target sequence (P35462 whole entry, looked up): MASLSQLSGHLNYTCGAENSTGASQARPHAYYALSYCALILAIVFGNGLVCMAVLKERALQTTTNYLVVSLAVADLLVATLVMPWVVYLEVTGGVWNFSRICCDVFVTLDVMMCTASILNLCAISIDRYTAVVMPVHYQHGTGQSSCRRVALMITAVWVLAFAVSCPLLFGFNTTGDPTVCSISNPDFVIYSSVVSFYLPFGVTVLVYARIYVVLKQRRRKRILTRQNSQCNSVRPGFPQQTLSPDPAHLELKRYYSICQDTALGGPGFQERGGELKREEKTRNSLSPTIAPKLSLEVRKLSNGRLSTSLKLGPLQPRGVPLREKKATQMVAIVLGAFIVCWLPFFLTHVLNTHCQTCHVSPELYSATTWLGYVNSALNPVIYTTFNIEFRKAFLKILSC
#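 Cells expressing the human receptor were seeded at 1500 cells/well, incubated overnight at 37 degrees C in 5% CO2, then exposed to library compounds with dopamine controls for 90 minutes at 37 degrees C before luminescent detection.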
# TDP-43 yeast inh: qHTS of TDP-43 Inhibitors; AID 652104, 2013; TDP-43 expressing yeast growth rescue, BacTiter-Glo, 24 h; 410,000 tested, 1.8% active; Potency, µM (series often up to 46.1 µM), for the others: at the top dose growth rescue (activation), most hits filed as activators; further: potency means the concentration at half of the fitted maximal effect; % of control where 0% means no effect; nearly all actives have a fitted effect of over 50% in size
#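 Yeast cells expressing TDP-43 under galactose induction are exposed to compounds for 24 hr at 30 deg C. BacTiter-Glo luminescence measures growth, so protective compounds score as activators.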
# GLP1R inv ag: qHTS of GLP-1 Receptor Inverse Agonists (Inhibition Mode). Glucagon-like peptide 1 receptor (Homo sapiens), P43220. HEK293 GLP-1R CRE-luciferase, luminescence, 24 h; GLP-1R form is constitutively active. Potency, µM (doses to about 38.3 µM), for inactives: top-dose activity change, negative = inhibition, hits mostly inhibitors. 410,000 tested, 1.6% active; further: potency means the concentration at half of the fitted maximal effect; on the % scale 0 is the no-effect control and ±100 the full control effect; nearly all actives have a fitted effect of over 55% in size
# Target sequence (P43220 whole entry, looked up): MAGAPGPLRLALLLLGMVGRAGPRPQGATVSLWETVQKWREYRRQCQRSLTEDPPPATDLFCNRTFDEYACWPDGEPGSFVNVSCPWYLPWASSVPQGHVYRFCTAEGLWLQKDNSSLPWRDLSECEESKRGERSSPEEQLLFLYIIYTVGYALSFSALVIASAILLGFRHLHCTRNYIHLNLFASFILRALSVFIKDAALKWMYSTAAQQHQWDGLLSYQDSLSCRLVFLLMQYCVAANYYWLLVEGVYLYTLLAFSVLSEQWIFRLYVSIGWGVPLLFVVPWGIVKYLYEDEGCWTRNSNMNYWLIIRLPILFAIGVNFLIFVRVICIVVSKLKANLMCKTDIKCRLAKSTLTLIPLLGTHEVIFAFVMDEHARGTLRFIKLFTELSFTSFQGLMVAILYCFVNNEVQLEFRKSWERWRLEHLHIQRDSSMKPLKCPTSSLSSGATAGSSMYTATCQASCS
#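 HEK293 cells stably co-expressing constitutively active GLP-1R and a cAMP-responsive luciferase reporter were seeded in DMEM with 10% Nu serum, given compounds after 12 h, and incubated 24 h at 37 deg C. Luminescence was then read.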
# DRD3 agonist: qHTS of D3 Dopamine Receptor Agonist: qHTS; D3R DiscoveRx beta-arrestin cells, luminescence, 90 min; D(3) dopamine receptor (Homo sapiens), P35462; 410,000 tested, 0.58% active; max activation, %; in the data active means max activation above about 30%; further: 0% is about no effect; mostly tested at two doses, the higher about 12 µM
#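 Agonist-mode cell screen: cells plated at 1500/well and incubated overnight at 37 °C, then exposed to library compounds for 90 min at 37 °C. Detection reagent was added for 30–60 min at room temperature, and luminescence was read.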
# GLP1R cytotox: qHTS of GLP-1 Receptor Inverse Agonists: Cytotox Screen. HEK293 cAMP-luciferase reporter cells, luminescence, 24 h. Potency, µM (top dose mostly 38.3 µM), for inactives: at the highest dose activity change, negative = inhibition, hits mostly inhibitors. 410,000 tested, 0.13% active. AID 624418, 2012;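 further: loss of luciferase light is scored as toxicity; potency means the concentration at half of the fitted maximal effect; on the % scale 0 is the no-effect control and ±100 the full control effect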
#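 Quantitative HTS format, 1536 wells, 200 cells/uL seeded. Compounds: 23 nL, 24 h, 37 °C. Detection: luciferase reagent, luminescence at 12 min RT; decreased signal taken as cytotoxic.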
# GLP1R ag: qHTS of GLP-1 Receptor Agonists; Glucagon-like peptide 1 receptor (Homo sapiens), P43220; HEK293 GLP-1R CRE-luciferase, luminescence, 4-6 h; cells express a hypersensitive GLP-1R form; Potency, µM (highest dose often 45.6 µM), for the others: top-dose activation, usual class: activators; 380,000 tested, 0.007% active; AID 624172, 2012; further: potency means the concentration at half of the fitted maximal effect; % of control where 0% means no effect
# PTHR1 ag: qHTS for PTHR1 Agonists: Primary Screen; 410,000 tested, 0.075% active; Potency, µM (highest dose often 115 µM), without a hit: top-dose activation, hits mostly activators; HEK293 GP2 PTHR1 cells, GloSensor cAMP luminescence, 1 h; Parathyroid hormone/parathyroid hormone-related peptide receptor (Homo sapiens), Q03431; further: potency means the concentration at half of the fitted maximal effect; nearly all actives have a fitted effect of over 55% in size; some results filed as inactive show a strong effect at the top dose; inactives centre near -15; many of its hits are not listed in these tables
#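 HEK-293-derived GP2 cells expressing PTHR1 and a GloSensor cAMP reporter, 3,000/well, plated overnight, given luciferin plus IBMX (each 0.5 mM as added) for 1 h at 37 °C, then compound for 1 h at 37 °C. Luminescence was read after 15 min at room temperature.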
# aSyn rescue: qHTS of alpha-syn Inhibitors | Yeast expressing alpha-synuclein, growth rescue, BacTiter-Glo, 24 h | Potency, µM (series often up to 46.1 µM), for the others: top-dose growth rescue (activation), actives largely listed as activators | 370,000 tested, 0.14% active | AID 652106, 2013; further: potency means the concentration at half of the fitted maximal effect; % of control where 0% means no effect; nearly all actives have a fitted effect of over 65% in size
#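 Rescue of yeast growth: cells expressing toxic alpha-synuclein, induced in galactose at OD600 0.02, incubated with compound 24 h at 30 C. ATP luminescence quantified growth; inhibitors of toxicity appear as activators.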
# KB-V1 cytotox: qHTS assay for MDR1-selective chemotherapeutics: Primary screen using the drug-selected MDR subline cells KB-V1; Potency, µM (top dose mostly 46.1 µM), for inactives: top-dose activity change, negative = cytotoxicity, actives largely listed as cytotoxic; KB-V1 MDR cells viability, CellTiter-Glo, 72 h; 400,000 tested, 3.4% active; further: potency means the concentration at half of the fitted maximal effect; on the % scale 0 is the no-effect control and ±100 the full control effect; nearly all actives have a fitted effect of over 60% in size
#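 KB-V1 cells (P-gp-expressing MDR subline of KB-3-1) in phenol-red-free DMEM with 10% FBS were exposed to library compounds over a concentration series for 72 h at 37 degrees C. Viability read by CellTiter-Glo luminescence; concentration-effect curves fitted after normalization.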
# Active calls of the source: *; i = inactive; u = inconclusive; x = not tested or not shown; & = joins results of further samples; [ ] = dose if it differs, or a comment. Unless noted, the call rests on the fitted dose curve; in most records, active means well fitted curve in the direction sought with a large enough effect; inconclusive means small, poorly fitted or top-dose-only effect, or another doubt; inactive means no such curve, though single readings can be large; an effect the other way counts as inactive or inconclusive.
SMILES,DRD3 antagonist,TDP-43 yeast inh,GLP1R inv ag,DRD3 agonist,GLP1R cytotox,GLP1R ag,PTHR1 ag,aSyn rescue,KB-V1 cytotox
COc1ccccc1NC(=O)Cn1cnc2sc(C(=O)Nc3cc(OC)c(OC)c(OC)c3)c(C)c2c1=O,11.0,-5.2%,28.6%,4.4,-7.1%,-3.5%,23.2%,-6.3%,5.0%
Nc1nnc(-c2cccc(F)c2)s1,-7.1,-8.2%,12.3%,5.5,-10.5%,19.7%,i,2.4%,13.0%
C=CCn1c(N)cc(=O)nc1SCC(=O)N1CCN(c2ccc(F)cc2)CC1,-153.0*,-13.8%,0.0%,-8.1,2.9%,0.9%,13.9%[57.5 µM],1.2%,10.0%
COc1ccc(-c2nc(CS(=O)CC(=O)NCc3ccc(Cl)cc3)c(C)o2)cc1 (stereo not drawn),-1.0,u,u,-3.9,-8.0%,6.4%,-10.8%,11.1%,-2.7%
O=C(CCCOc1ccc(Cl)cc1Cl)NCc1ccccn1,-6.2,-15.1%[0.397 µM],-29.0%,-1.2,1.1%,10.8%,13.3%,18.8%,-7.2%
CC(C)(C)c1ccc(C(=O)NCCC(=O)N2CCCC2)cc1,6.5,5.5%,-16.9%,-6.3,2.4%,3.3%,i,9.6%,-12.8%
CC1CCCN(C(=O)c2ccc([N+](=O)[O-])o2)C1 (stereo not drawn),-4.4,-23.6%,3.6%,-0.9,u,-0.6%,0.8%,-10.2%,-18.8%
COC(=O)C1=C(C)NC(C)=C(C(=O)OC(C)C)C1c1cccc2nonc12 (stereo not drawn),5.8,28.6%,u,4.5&-9.2,3.1%,-4.3%,i,-0.6%,u
O=C(CN1C(=O)NC2(CCCCCC2)C1=O)Nc1ccc(Br)cc1Br,-19.4,15.0%,u,-8.0,5.3%,16.3%,-18.0%,5.6%,-0.3%
COc1cc2c(cc1OC)CN(CCOc1ccc(Br)cc1)CC2,-99.8*,19.6%,u,-1.6,0.0%,-6.5%,-71.1%[inhibitor],2.4%,6.4%
COC(=O)c1c(NC(=O)Cc2cccs2)sc2c1CCC(C)C2 (stereo not drawn),17.7,-13.0%,18.9%,25.3,-3.8%,2.4%,i,-16.7%,-18.8%
COc1ccc(NC(=O)CC2C(=O)OCC3CCCCN32)cc1Cl (stereo not drawn),3.2,18.3%,17.1%,4.2,-17.9%,-0.1%,-22.0%,5.7%,u
O=C(COc1ncnc2c(Cl)cc(Cl)cc12)NC1CCCCCC1,-2.3,-27.9%,0.0%,1.1,14.4%,3.2%,19.3%,-2.1%,-8.5%
Cc1ccc(Oc2ncnc3sccc23)cc1,43.5,u,-4.7%,-0.8,-10.3%,-9.4%,i,-9.4%,-15.7%
O=C(Nc1ccccc1Cl)c1cc(C2CCCN(S(=O)(=O)c3cccs3)C2)on1 (stereo not drawn),5.7,9.7%,-13.0%,4.5,0.3%,3.3%,-3.1%,-0.1%,6.3%
Cc1ccc(NC(=O)c2cc3ccccc3o2)cc1S(=O)(=O)N(C)C,23.4,25.5%,14.3%,-7.5,-12.1%,-10.0%,-38.4%[inhibitor],0.4%,u
Cc1cc(S(=O)(=O)N(Cc2ccccn2)Cc2ccco2)ccc1-n1cnnn1,-15.4,-1.3%,-4.6%,1.7,-8.5%,1.8%,-9.4%[57.5 µM],-0.2%,-27.4%
CCCCOCCCNc1ncnc2c1[nH]c1ccccc12,-10.7,1.9%,0.0%,-27.9,-6.0%,4.3%,-20.7%[57.5 µM],-2.5%,1.64µM*
COc1cc(CNCCO)ccc1OCC(=O)Nc1ccc(Br)cc1,-1.2,-27.7%,0.0%,-24.6,-17.1%,-0.5%,-18.4%,-8.9%,-4.8%
O=C(COC(=O)C1CC2CCCC(C1)C2=O)NC(=O)c1ccccc1 (stereo not drawn),10.4,5.7%,13.5%,1.7,-0.1%,-3.6%,i,-1.1%,u
CCOC(=O)c1c(NC(=O)c2ccc(OC)c(OC)c2)sc2c1CCCCC2,x,0.0%,3.7%,4.8,-3.6%,x,i,x,-0.8%
CCCCn1c(N)c(N(CC)C(=O)c2cccs2)c(=O)[nH]c1=O,19.8,-3.3%,8.6%,-4.6,1.3%,1.3%,-5.1%,-1.6%,u
O=C(NCc1ccccc1)c1ccc(N2CCC3(CC2)CC(c2ccc(Cl)cc2)=NO3)c([N+](=O)[O-])c1,-63.3*,-17.9%,-0.5%,-23.0,-11.5%,-0.2%,-16.1%,-0.8%,-3.4%
O=C(O)c1cccnc1-c1ncccc1C(=O)O,1.7,22.6%,17.1%,5.3,-2.3%,-0.4%,-27.1%,-5.9%,23.9%
O=C(COc1ccc(=O)n(-c2ccccc2)n1)Nc1ccccc1,10.6,3.9%,2.5%,1.8,-3.4%,-1.7%,i,-6.7%,0.0%
Cc1ccc(CN(C(=O)c2ccco2)C(C(=O)NC2CCCC2)c2cccnc2)cc1 (stereo not drawn),5.8,9.5%,-6.0%[0.307 µM],-5.6,-4.2%[0.307 µM],2.4%,-10.6%,6.4%,-22.2%
COc1ccc(-n2c(=O)c3sc4ccccc4c3n(CC(=O)Nc3cccc(C)c3)c2=O)cc1,x,-1.7%,5.6%,-8.1,0.7%,-0.1%,-56.5%[inhibitor],x,3.6%
COCCn1c(CCC(=O)Nc2ccc(OC)c(OC)c2)nc2cccnc21,x,22.2%,35.2%[activator],1.2,0.1%,x,-5.6%,x,0.0%
CCN1C(=O)C2(C(C#N)=C(N)Oc3n[nH]c(-c4ccc(Cl)cc4)c32)c2ccccc21 (stereo not drawn),-19.5,-17.4%,-7.4%,6.0,-1.2%,0.8%,-1.7%[57.5 µM],-3.9%,u
COc1ccccc1NC(=O)/C(C#N)=C/c1c(C)nn(-c2ccc(F)cc2)c1Cl,-9.5,4.8%,8.7%,-8.1,20.6%,-6.3%,-7.8%,-5.7%,9.7%
O=C(NCCN1CCOCC1)/C(=C/c1ccccc1)NC(=O)c1ccccc1,-9.9,10.2%,12.2%,-9.0,11.4%,1.2%,i,-3.6%,2.1%
Cc1ccc(C)c(SCC(=O)Nc2cccc(S(=O)(=O)NC3=NCCCCC3)c2)c1,-20.7,10.1%,u,0.6,11.6%,5.5%,i,-4.6%,u
CCOc1ccc(C(=O)c2cn(CC(=O)Nc3ccc(Cl)cc3)c3cc4c(cc3c2=O)OCO4)cc1,x,5.6%,8.8%,-15.3,5.9%,0.7%,-33.1%[inhibitor],x,-15.6%
COc1ccc(/C=N/NC(=O)c2ccn[nH]2)cc1Cn1cc([N+](=O)[O-])cn1,13.0,-0.1%,3.2%,-2.6,10.4%,6.5%,-20.3%,0.9%,17.1%
CCOC(CNC(=O)c1ccc2c(c1)ncn2-c1ccc(F)c(F)c1)OCC,9.4,3.8%,39.2%[activator],-0.1,6.6%,22.3%,-24.0%,3.1%,0.0%
Cc1onc(-c2c(F)cccc2Cl)c1C(=O)NCc1ccccc1,0.4,15.4%,-5.5%,-0.4,2.8%,4.9%,-21.5%,-1.0%,1.1%
O=C(CCCC(=O)OCC(=O)c1ccc(Cl)cc1Cl)Nc1cc(C(F)(F)F)ccc1Cl,-23.3,4.9%,-3.7%,-2.4,7.2%,6.6%,0.8%[57.5 µM],10.9%,8.8%
C=C(C)C1CC=C(C)/C(=N/Nc2ccccc2[N+](=O)[O-])C1 (stereo not drawn),10.3,-24.1%,-1.3%,-2.4,-15.1%,8.5%,i,-5.6%,1.1%
O=C(Cc1ccc(-n2c(=O)c3sccc3n(Cc3ccc(F)cc3)c2=O)cc1)NCc1ccco1,6.8,15.3%,u,11.1,3.1%,7.4%,-14.3%,5.9%,u
O=C(Cn1cc(C(=O)c2cccs2)c2ccccc21)NCc1cccs1,-18.8,18.9%,-1.2%,0.6,-1.2%,-0.6%,-6.9%,-7.4%,-20.3%
O=C(O)c1ccc2cccc(Cl)c2c1O,-19.8,7.3%,-12.8%,-3.4,10.7%,1.3%,-10.5%,-51.9%[inhibitor],-0.4%

# Another view of 4 compounds above.
canonical_smiles	DRD3 antagonist	TDP-43 yeast inh	GLP1R inv ag	DRD3 agonist	GLP1R cytotox	GLP1R ag	PTHR1 ag	aSyn rescue	KB-V1 cytotox
O=C(COc1ccc(=O)n(-c2ccccc2)n1)Nc1ccccc1	10.6	3.9%	2.5%	1.8	-3.4%	-1.7%	i	-6.7%	0.0%
O=C(NCCN1CCOCC1)/C(=C/c1ccccc1)NC(=O)c1ccccc1	-9.9	10.2%	12.2%	-9.0	11.4%	1.2%	i	-3.6%	2.1%
COc1ccccc1NC(=O)/C(C#N)=C/c1c(C)nn(-c2ccc(F)cc2)c1Cl	-9.5	4.8%	8.7%	-8.1	20.6%	-6.3%	-7.8%	-5.7%	9.7%
CCN1C(=O)C2(C(C#N)=C(N)Oc3n[nH]c(-c4ccc(Cl)cc4)c32)c2ccccc21 (stereo not drawn)	-19.5	-17.4%	-7.4%	6.0	-1.2%	0.8%	-1.7%[57.5 µM]	-3.9%	u

# Some of the compounds tested; count on the stated rates, not on these rows.
